Screening data from PubChem.
AMA1-RON2 inh – qHTS for Inhibitors of AMA1-RON; Towards Development of Antimalarial Drug Lead: Primary Screen | Potency, µM (highest dose often 58.2 µM), for inactives: top-dose activity change, negative = inhibition, actives largely listed as inhibitors | AID 720542, 2013 | Plasmodium falciparum AMA1 (3D7) - RON2 peptide interaction | 360,000 tested, 0.2% active | AlphaScreen AMA1-biotinylated RON2 peptide binding;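 note: potency is the fitted concentration of half-maximal effect; 0% = vehicle wells and -100% = peptide control; nearly all actives have a fitted effect of over 45% in size; some results filed as inactive show a strong effect at the top dose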
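AMA1 (3D7) with his tag at 25 nM final met compounds first, then biotinylated RON2 peptide at 25 nM; detection used donor plus acceptor beads, 10 µg/mL apiece, read by AlphaScreen after 30 min at room temperature.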
Sm TGR inh – qHTS Assay for the Inhibitors of Schistosoma Mansoni Peroxiredoxins. Schistosoma mansoni thioredoxin glutathione reductase (TGR), Q962Y6. purified TGR, DTNB reduction, TNB absorbance 405 nm. Potency, µM (top dose mostly 114 µM), inactives show at the highest dose activity change, negative = inhibition, hits mostly inhibitors. 360,000 tested, 3% active; note: potency is the fitted concentration of half-maximal effect; nearly all actives have a fitted effect of over 60% in size
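Kinetic colorimetric format: TGR-catalysed, NADPH-driven DTNB reduction monitored via TNB absorbance. Enzyme dispensed at 20 nM; compound exposure 15 min at room temperature before reaction start.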
TbPYK inhibitor – qHTS of Trypanosoma Brucei Inhibitors; TbPYK enzyme, Kinase-Glo Plus ATP luminescence, 45 min; Potency, µM (top dose mostly 76.8 µM), for the others: at the highest dose activity, negative = inhibition, hits mostly inhibitors; 410,000 tested, 0.12% active; AID 624173, 2012; note: potency is the fitted concentration of half-maximal effect; nearly all actives have a fitted effect of over 50% in size
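Luminescent Kinase-Glo Plus end-point after 45 min room-temperature reaction of T. brucei pyruvate kinase started with 130 uM ADP (final). Buffer TEA 50 mM pH 7.2 with KCl, MgCl2, BSA, Tween-20; titration-based qHTS with fitted concentration-effect curves.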
AmpC inh no detg – qHTS Inhibitors of AmpC Beta-Lactamase (assay without detergent) | AmpC nitrocefin hydrolysis, absorbance 480 nm, 0.0001% Triton | Potency, µM (series often up to 57.1 µM), inactives show at the highest dose activity change, negative = inhibition, hits mostly inhibitors | 330,000 tested, 0.52% active;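 note: potency is the fitted concentration of half-maximal effect; plate controls were no compound for no effect and no enzyme for full effect; nearly all actives have a fitted effect of over 20% in size; some results filed as inactive show a strong effect at the top dose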
Target sequence (P00811 whole entry, looked up): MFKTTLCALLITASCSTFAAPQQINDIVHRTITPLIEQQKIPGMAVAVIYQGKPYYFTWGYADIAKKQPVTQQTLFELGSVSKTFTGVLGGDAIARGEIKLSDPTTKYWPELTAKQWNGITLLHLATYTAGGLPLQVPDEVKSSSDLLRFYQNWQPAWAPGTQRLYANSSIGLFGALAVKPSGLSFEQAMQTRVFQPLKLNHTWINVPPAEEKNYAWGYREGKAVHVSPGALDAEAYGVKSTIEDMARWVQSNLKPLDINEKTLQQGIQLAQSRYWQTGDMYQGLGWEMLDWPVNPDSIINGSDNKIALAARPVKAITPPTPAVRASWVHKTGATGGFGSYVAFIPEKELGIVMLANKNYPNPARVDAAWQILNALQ
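AmpC (5.3 nM in the dispensed reagent) in 20 mM phosphate pH 7.0 with 0.01% (detergent screen) or 0.0001% Triton X-100 was preincubated with compounds for 15 min at room temperature. Nitrocefin was then added from an 800 uM solution, and hydrolysis was followed at 480 nm.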
LmPK inhibitor – qHTS Assay for Inhibitors of Leishmania Mexicana Pyruvate Kinase (LmPK); Q27686; purified LmPK, Kinase-Glo ATP luminescence, 1 h; Potency, µM (highest dose often 57.5 µM), inactives show at the top dose activity change, negative = inhibition, hits mostly inhibitors; 290,000 tested, 0.37% active; AID 1721, 2009; note: potency is the fitted concentration of half-maximal effect
Target sequence (Q27686 whole entry, looked up): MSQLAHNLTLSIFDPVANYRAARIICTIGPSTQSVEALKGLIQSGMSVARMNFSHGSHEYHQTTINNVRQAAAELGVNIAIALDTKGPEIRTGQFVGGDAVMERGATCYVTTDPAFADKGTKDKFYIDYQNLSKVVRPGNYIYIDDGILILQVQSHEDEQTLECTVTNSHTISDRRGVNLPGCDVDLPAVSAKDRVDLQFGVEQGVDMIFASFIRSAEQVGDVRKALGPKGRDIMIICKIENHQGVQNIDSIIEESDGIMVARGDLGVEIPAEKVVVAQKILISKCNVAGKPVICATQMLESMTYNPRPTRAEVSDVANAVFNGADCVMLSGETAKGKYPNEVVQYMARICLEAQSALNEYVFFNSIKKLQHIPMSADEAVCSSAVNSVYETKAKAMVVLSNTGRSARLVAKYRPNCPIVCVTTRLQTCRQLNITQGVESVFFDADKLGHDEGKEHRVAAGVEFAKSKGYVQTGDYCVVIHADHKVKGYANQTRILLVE
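ATP generated from ADP (0.1 mM) and PEP (0.5 mM) by 0.1 nM LmPK over 1 h at room temperature (pH 7.2 imidazole buffer) was detected by coupled luciferase luminescence. Values were normalized to uninhibited and no-enzyme wells.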
HCMV antiviral – qHTS Assay for inhibitors of the human cytomegalovirus (HCMV); HFF cells, HCMV-luciferase reporter, 72 h; stronger effect = lower value; activity change, negative = inhibition, % at 57.5 µM; 410,000 tested, 4.5% active; AID 1259415, 2018; in the data active = activity change below about -60%; inconclusive = no clear call, values can overlap the other calls; inactive = above about -39%
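HFF cells seeded 16 h at 37C, treated with compounds, infected with luciferase-reporter HCMV at MOI 1 PFU/cell; luciferase read at 72 h post infection, normalized to buffer-only and Salinomycin controls.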
AmpC detergent – qHTS Inhibitors of AmpC Beta-Lactamase (assay with detergent) | P00811 | 370,000 tested, 0.041% active | AmpC hydrolysis of nitrocefin, absorbance 480 nm, 0.01% Triton | Potency, µM (doses to about 114 µM), for inactives: top-dose activity change, negative = inhibition, hits mostly inhibitors;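 note: potency is the fitted concentration of half-maximal effect; 0% = no-compound wells and -100% = no-enzyme wells; nearly all actives have a fitted effect of over 25% in size; some results filed as inactive show a strong effect at the top dose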
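AmpC (5.3 nM in the dispensed reagent) in 20 mM phosphate pH 7.0 with 0.01% (detergent screen) or 0.0001% Triton X-100 was preincubated with compounds for 15 min at room temperature. Nitrocefin was then added from an 800 uM solution, and hydrolysis was followed at 480 nm.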
Active calls of the source: *; u = inconclusive; x = no result given; [ ] = another dose, or the depositor's remark. Unless noted, calls come from the whole dose curve; as a rule, active = well fitted curve in the direction sought with a large enough effect; inconclusive = small, poorly fitted or top-dose-only effect, or another doubt; inactive = no such curve, though single readings can be large; an effect the other way counts as inactive or inconclusive. Unless noted, % is set by controls: 0 for no effect and ±100 for the full control effect.

Results follow in this order: AMA1-RON2 inh | Sm TGR inh | TbPYK inhibitor | AmpC inh no detg | LmPK inhibitor | HCMV antiviral | AmpC detergent
CCCNC(=O)C(=O)N/N=C/c1ccc(OCc2ccccc2)cc1
    36%[activator] | 9% | 4% | -2% | 0% | 22 | 0%
CC1CCN(C(=O)CSc2nc3ccccc3nc2Cc2ccccc2)CC1
    x | 1% | -1% | x | x | 3 | 6%
CCCn1c2ccccc2c2nnc(SCC(=O)Nc3nnc(CC(=O)OCC)s3)nc21
    27% | -5% | -1% | -7% | -3% | 27 | 1%
O=C(Nc1ccc(Cc2ccncc2)cc1)c1cccc([N+](=O)[O-])c1
    -3% | -3% | 3% | -11% | 1% | -21 | u
Cc1ccc(NC(=O)COc2ccccc2)c(NC(=O)c2ccco2)c1
    u | -3% | 7% | -23% | 2% | -3 | -19%
CCOC(=O)C1=C(CN2CCC(C)CC2)NC(=O)NC1c1ccc(Cl)cc1 (stereo not given)
    9% | 0% | 3% | -1% | 1% | 20 | 1%
COc1ccc2c(Sc3ccccc3)c(C(=O)NCCc3ccc(Cl)cc3)[nH]c2c1
    x | 6% | -7% | x | x | 15 | 21%
CCOC(=O)c1c(C)[nH]c(C(=O)COC(=O)c2cnccn2)c1C
    5% | -10% | -2% | -7% | x | -3 | -3%
Cc1ccc(S(=O)(=O)CC(=O)c2ccc(C(C)(C)C)cc2)cc1
    1% | 0% | 2% | -28% | 1% | 18 | 0%
Cc1cccc(COc2ccccc2C(=O)N(C)CC(=O)Nc2cccc(F)c2)c1
    1% | -4% | 1% | -12% | x | -5 | -11%
O=C(NC1CCCCC1)C(c1ccncc1)N(C(=O)c1csnn1)c1ccccc1F (stereo not given)
    8% | -12% | 0% | -11% | 1% | 9 | u
COc1ccc(F)cc1Cn1nc(C(=O)O)c2ccccc2c1=O
    -14% | -12% | 4% | -23% | -1% | -1 | u
COc1ccc(C(=O)N2CCCC(Nc3ccc(F)cc3)C2)cc1F (stereo not given)
    -4% | -21% | -6% | 14% | 2% | -18 | u
CC(C)Oc1ccc(CNC(=O)c2ccc3c(c2)N(Cc2ccc(F)cc2)CCS3)cc1
    x | 8% | 1% | x | x | 9 | 23%
COC(=O)c1ccc(-c2n[nH]c(=O)c3ccccc23)cc1
    14% | -2% | 9% | -14% | -3% | -9 | -7%

Reprinted from the part before: 2 entries, followed by the next part.
Results follow in this order: AMA1-RON2 inh | Sm TGR inh | TbPYK inhibitor | AmpC inh no detg | LmPK inhibitor | HCMV antiviral | AmpC detergent
CC(C)Oc1ccc(CNC(=O)c2ccc3c(c2)N(Cc2ccc(F)cc2)CCS3)cc1
    x | 8% | 1% | x | x | 9 | 23%
COC(=O)c1ccc(-c2n[nH]c(=O)c3ccccc23)cc1
    14% | -2% | 9% | -14% | -3% | -9 | -7%
CCn1cc(C(=O)NCCCOC(C)C)c(=O)c2cc(S(=O)(=O)N3CCc4ccccc4C3)ccc21
    x | 6% | -7% | x | x | -27 | 6%
COC(=O)c1sc(S(=O)(=O)NC(C)C(=O)O)c(C(=O)OC)c1C (stereo not given)
    16% | 6% | 1% | -17% | 0% | -10 | 4%
Cc1cccc(C)c1OCC(=O)OCC(=O)Nc1ccc(Cl)cn1
    -1% | 7% | -3% | -17% | x | -17 | 3%
O=C(CN(c1ccc2c(c1)OCCO2)S(=O)(=O)c1ccccc1)NCC1CCCO1 (stereo not given)
    -7% | 2% | -4% | 1% | -1% | -15 | u
Cc1cc(SCC(=O)N(C)CC(=O)Nc2ccc(F)cc2)nc2ccccc12
    -8% | -15% | 3% | -7% | 2% | -39 | -15%
O=C(Nc1nnc(Cc2ccc(Cl)cc2)s1)c1cccs1
    -13% | 8% | 4% | -9% | 11% | 14 | 3%
CC(C)(C)c1ccc(OCc2nnc(-c3ccccc3)o2)cc1
    x | 10% | 5% | x | x | 48 | 13%
Cc1ccc2c(CSc3nncn3C)cc(=O)oc2c1C
    -1% | 6% | 2% | -6% | 1% | -18 | -17%
O=C(Cn1nc(-c2cccc(Cl)c2)ccc1=O)Nc1cccnc1
    -7% | 0% | -2% | 18% | 1% | -2 | u
CCN(C(=O)/C=C/c1ccccc1)C1CCCCC1
    11% | 3% | -4% | -3% | -4% | -15 | 2%
CCOC(=O)Cc1csc(NC(=O)COc2ccc(C)c(C)c2)n1
    6% | 8% | 0% | -7% | -9% | 11 | -2%
CCOC(=O)N1c2ccccc2Sc2ccccc21
    1% | 4% | 5% | -4% | -7% | -34 | 1%
CCN(CC)S(=O)(=O)c1ccc(N2CCOCC2)c(NS(=O)(=O)c2ccc(Cl)s2)c1
    -2% | x | 3% | x | x | -6 | x
CN(CC1CCCN(CCc2ccccc2F)C1)C(=O)c1ccoc1 (stereo not given)
    0% | 6% | 2% | -4% | 6% | 36 | u
CCOc1ccc(NS(=O)(=O)c2ccc(NC(=O)c3cccnc3)c(OC)c2)cc1
    -7% | -9% | 1% | -6% | 1% | -37 | u
COc1ccc(OC)c(CNC(=O)Cn2nc(C)c3nn(-c4ccc(Cl)cc4)c(C)c3c2=O)c1
    x | 2% | -5% | x | x | -40 | 10%
CCCN1CCN(CCCNC(=O)CCCn2nc(C)c3sc4ccccc4c3c2=O)CC1
    -2% | -6% | 0% | 54% | -3% | -29 | u
O=C(NNC(=O)c1ccc2c(=O)n3c(nc2c1)CCC3)c1cccc(Cl)c1
    32%[activator] | -3% | -1% | -5% | x | 3 | u
COc1ccc(-c2csc(Nc3cc(C)ccn3)n2)cc1C
    -6% | -13% | -2% | -2% | -4% | u | -2%
Cc1c(C(=O)NCc2ccccn2)sc(=O)n1Cc1ccc(-c2ccccc2)cc1
    0% | x | 7% | x | x | -30 | x
COC(=O)c1ccc(Cn2cnc3c(cnn3-c3ccc(C)c(C)c3)c2=O)o1
    3% | -17% | 2% | -4% | 5% | -6 | 1%
CCOCCCNC(=O)c1ccc(N2CCOCC2)c(NS(=O)(=O)c2ccc(OC)cc2)c1
    -1% | 4% | -1% | 36% | -1% | 11 | 5%
NC(=O)c1c(NC(=O)c2ccc([N+](=O)[O-])o2)sc2c1CCCC2
    2% | -23% | 0% | -9% | -4% | 6 | u
Cc1ccc(NC(=O)N2CCC(CN3CCCCC3)CC2)c(Cl)c1
    x | 7% | 2% | x | x | 1 | 6%
COc1cccc(CNC(=O)CSc2nc3ccccc3nc2Cc2ccc(C)cc2)c1OC
    x | -2% | -5% | x | x | -92* | 12%
O=C(CSc1nc2ncccc2[nH]1)NC1CCCCC1
    -5% | -7% | -7% | -11% | 5% | 33 | -5%
Cc1ccc(Cl)cc1N1C(=O)CC(Sc2ncccn2)C1=O (stereo not given)
    20% | 25µM* | -6% | -17% | -1% | 7 | 2%
C#CCOCCOCCOCCNc1nc(N2CCN(C(=O)[C@H](CCCN=C(N)N)n3cc(C(N)[C@@H](C)CC)nn3)CC2)nc(N2CCN(C(=O)[C@H](CCC(=O)O)n3cc([C@@H](N)CC(N)=O)nn3)CC2)n1 (stereo not given in full)
    22% | x | -2% | 24% | x | -2 | x
COC(=O)N1[C@H](C)C=C[C@]1(Cc1ccccc1)C(=O)NCCCNc1ncc(C(F)(F)F)cc1Cl
    11% | x | 1% | x | x | -3 | x
COc1cc(Br)cc2cc(C(=O)N3CCCCC3C)c(=O)oc12 (stereo not given)
    -8% | -7% | -21% | -19% | -7% | 59 | u
Cc1cccc(N2CCN(C(=O)C(NS(=O)(=O)c3cccs3)c3ccccc3)CC2)c1C (stereo not given)
    -5% | -12% | -2% | -26% | 6% | 9 | u
COc1ccccc1OCCNc1ccc(S(=O)(=O)N2CCCC2)cn1
    1% | -2% | 0% | -22% | x | -18 | -22%
Nc1cccc(-c2nc3ccccc3[nH]2)c1
    -7% | -1% | -7% | -24% | u | 48 | -10%
COc1ccccc1N1CCN(C(=O)c2cccc(C(=O)N3CCN(c4ccccc4OC)CC3)c2)CC1
    -10% | 1% | -9% | 215%[activator] | 0% | 2 | -14%
O=C(Cn1cnc2c(oc3ccccc32)c1=O)Nc1ccc(F)cc1F
    x | -15% | 2% | x | x | 13 | -5%
O=C(Cc1cccs1)Nc1ccccc1-c1nc2ccccc2[nH]1
    27% | -1% | -4% | -56% | 1% | x | 6%
Cc1ccc(Cc2c(C)nn(-c3nc(C)c(C(=O)N4CCCCC4C)s3)c2C)cc1 (stereo not given)
    x | -1% | -6% | x | x | 12 | 4%
CC1=C(Sc2nc3ccccc3[nH]2)C(=O)NC(C)(C)C1
    29% | 6% | 1% | -6% | -1% | 69 | u
COCCNC(=O)C(c1ccc(OC)cc1)N(CCOC)C(=O)CCC(=O)Nc1nccs1 (stereo not given)
    2% | -2% | 2% | 3% | 2% | 11 | -7%
Cc1ccc(NC(=O)CCC(=O)OCC(=O)c2ccc(-c3ccccc3)cc2)cc1
    -5% | -10% | 4% | -30% | 0% | 20 | 1%
c1ccc2c(c1)CCc1ccccc1C2=C1CCNCC1
    -14% | x | 3% | x | x | 17 | x
COc1ccc2c(CC(=O)NCC3CCC(C(=O)O)CC3)cc(=O)oc2c1 (stereo not given)
    -5% | 0% | -4% | -27% | 4% | -5 | -12%
COC(=O)c1cc(Cl)c(NC(=O)/C=C/c2ccc(Cl)cc2)cc1OC
    18% | 5% | -13% | -8% | 4% | -10 | 5%
COc1ccc(NC(=O)C2CCCCN2CC(=O)OCc2ccccc2)cc1OC (stereo not given)
    1% | 0% | -5% | 55% | -2% | 34 | u
COc1ccc(-c2noc(CCCC(=O)O)n2)cc1
    u | 1% | -6% | -20% | -7% | u | -1%
Cc1ccn2c(c1)nc(=O)c1cc(S(=O)(=O)N3CCCCC3)c(Cl)cc12
    x | -1% | 2% | x | x | 1 | -1%
CC(=O)Nc1sc2c(c1CN1CCN(C)CC1)CCCC2
    12% | 1% | 0% | -9% | 1% | 22 | -4%
COc1ccccc1C(C)NC(=O)CN(C)CC(=O)Nc1c(C)cccc1C (stereo not given)
    10% | -27% | 3% | 19% | x | -2 | u
N=C1/C(=C/c2cccn2-c2ccc([N+](=O)[O-])cc2)C(=O)N=C2SC=CN12
    13% | 7% | -6% | -3% | 1% | -36 | 1%
